TNAP inhibition: inhibition of tissue-nonspecific alkaline phosphatase – biochemical, luminescent (AID 518). purified TNAP enzyme, luminescent substrate readout; higher % means a stronger effect. one-dose inhibition, % at 20 µM; IC50 in µM for titrated hits. actives 0.09% (n = 64,000); in the data active = a potency from the dose series; inactive = the rest, 99 in 100 with inhibition below about 22%;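 also: plate controls were vehicle for no effect and reference inhibitor for full effect; many of its hits are not listed in these tables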
Spn DPM-DC inh: inhibitors of Streptococcus pneumoniae diphosphomevalonate decarboxylase; actives 0.49% (n = 65,000); calls only at 10 µM; purified DPM-DC, PK/LDH coupled NADH fluorescence;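 active = the 320 compounds with the highest percent inhibition in the single-dose primary screen, excluding strongly autofluorescent ones, cut at about 32% in these data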;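 also: kinetic rate of NADH fluorescence loss reporting ADP formed by the decarboxylase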
HT1080 cytotoxicity: HT1080 cell viability loss – fluorescence readout (AID 620); HT1080 viability, fluorescence; higher % means a stronger effect; cytotoxicity, % at 10 µM, or EC50 in µM where a hit was titrated; actives 0.42% (n = 87,000);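 also: cells exposed to compound overnight then 4 h with Alamar Blue; 0% = vehicle DMSO and 100% = killing control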
HPDE-C7 viability: cytotoxicity in HPDE-C7 cells, cell-based, fluorescence, HTS (AID 430). cytotoxicity, % at 10 µM, or EC50 in µM where a hit was titrated. actives 1.8% (n = 63,000). HPDE-C7 pancreatic duct cells viability, fluorescence; higher % means a stronger effect;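 also: cells exposed to compound for 48 hours before viability readout; 0% = vehicle and 100% = reference cytotoxic drug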
PMK inhibit: blocks S. pneumoniae phosphomevalonate kinase. purified PMK, PK/LDH-coupled NADH absorbance 340 nm. actives 0.49% (n = 65,000). AID 539. inhibition, % at 10 µM;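 active = top-ranked compounds by inhibition in the single 10 µM screen, taking a fixed number of the strongest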;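 also: 0% = full reaction with DMSO carrier and 100% = background rate without enzyme reaction; no value below 0 was filed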
Bfl-1 inhibitors: Bfl-1 inhibitors, primary screen, biochemical, fluorescence polarization, FITC-Bid, mouse (AID 432); displacement, % at 20 µM; hits with a dose series show IC50 in µM; actives 0.02% (n = 64,000); FITC-Bid BH3 peptide fluorescence polarization displacement; higher % means a stronger effect; in the data active = a potency from the dose series; inactive = the rest, 99 in 100 with displacement below about 15%; also: strong numbers were not always called active
Spn MK inh: blocks S. pneumoniae mevalonate kinase; purified MK, PK/LDH-coupled NADH absorbance 340 nm; AID 555; actives 0.48% (n = 65,000); inhibition, % at 10 µM;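 active = ranked among the strongest by inhibition in the single 10 µM screen, a fixed top-ranked set picked for dose follow-up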; also: no value below 0 was filed
HPDE-C7K KRASV12: viability loss of HPDE-C7K cells – cell-based, fluorescence, HTS, primary screen (AID 431). HPDE-C7K KRASV12 cells, Alamar Blue viability, 48 h; higher % means a stronger effect. cytotoxicity, % at 10 µM, or EC50 in µM where a hit was titrated. actives 1.7% (n = 63,000);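 active = compounds whose percent cytotoxicity in the single-dose primary screen, scaled between solvent and toxic-drug controls, exceeds 50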;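 also: 0% = DMSO solvent wells and 100% = doxorubicin-treated wells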
LYP phosphatase: inhibition of human PTPN22 tyrosine phosphatase – biochemical, DiFMUP fluorescence, recombinant catalytic domain, 10 µM, primary screen (AID 606); recombinant LYP catalytic domain, DiFMUP fluorescence; higher % means a stronger effect; one-dose inhibition, % at 10 µM; IC50 in µM for titrated hits; 52,000 tested, under 10 active;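 active = IC50 under 40 µM in the dose-response test; inactive = IC50 of 40 µM or more, or never dose-tested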
PMK inhibit pilot replicates: also measured in PMK inhibit; calls as there; inhibition, %; measured here: pilot screen replicates
Spn MK inh pilot replicates: also measured in Spn MK inh; calls as there; inhibition, %; measured here: pilot screen replicates
Spn DPM-DC inh pilot screen %: second read-out of Spn DPM-DC inh, no call of its own (marks repeat the call); inhibition, %; measured here: pilot screen trials
The depositor's hits bear a star. Rule as the data show it, unless noted: active = cytotoxicity above about 50%; inactive = the rest.

How did COc1ccc(N2C(=O)NC3CC2(C)Oc2ccc(Cl)cc23)cc1OC (stereo not drawn) do in these assays?
TNAP inhibition: 6%; Spn DPM-DC inh: inactive; HT1080 cytotoxicity: 1%; HPDE-C7 viability: 5%; PMK inhibit: 14; Bfl-1 inhibitors: 1%; Spn MK inh: 8; HPDE-C7K KRASV12: 0%; LYP phosphatase: -2%

Results for Cc1cc(NS(=O)(=O)c2ccc(NC(=O)CCc3ccccc3)cc2)no1 ?
TNAP inhibition: 8%; Spn DPM-DC inh: inactive; HT1080 cytotoxicity: -8%; HPDE-C7 viability: 1%; PMK inhibit: 4; Bfl-1 inhibitors: -3%; Spn MK inh: 10; HPDE-C7K KRASV12: -10%; LYP phosphatase: 2%

How did CCn1c(Cc2ccccc2)nnc1SCC(=O)Nc1cc(C)on1 do in these assays?
TNAP inhibition: 14%; Spn DPM-DC inh: inactive; HT1080 cytotoxicity: 1%; HPDE-C7 viability: 4%; PMK inhibit: 13; Bfl-1 inhibitors: 1%; Spn MK inh: 0; HPDE-C7K KRASV12: 6%; LYP phosphatase: -3%; PMK inhibit pilot replicates: 2.0; Spn MK inh pilot replicates: 0.0; Spn DPM-DC inh pilot screen %: 1.0

Results for COCCN1Cc2cccc(C(=O)NC3CCCCCC3)c2C1=O ?
TNAP inhibition: 4%; Spn DPM-DC inh: inactive; HT1080 cytotoxicity: -9%; HPDE-C7 viability: -13%; PMK inhibit: 14; Bfl-1 inhibitors: -5%; Spn MK inh: 9; HPDE-C7K KRASV12: -10%

What do the screens show for `COc1cc(-c2nnc(SCC(=O)c3ccccc3)o2)cc(OC)c1OC`?
TNAP inhibition: 13%; Spn DPM-DC inh: inactive; HT1080 cytotoxicity: 18%; HPDE-C7 viability: -2%; PMK inhibit: 14; Bfl-1 inhibitors: 3%; Spn MK inh: 0; HPDE-C7K KRASV12: 5%; LYP phosphatase: 5%

How did COc1ccc(C2CC(c3cccc(C)c3)n3nc(N)nc3N2)cc1 (stereo not drawn) do in these assays?
TNAP inhibition: 10%; Spn DPM-DC inh: active; HT1080 cytotoxicity: 6%; HPDE-C7 viability: -3%; PMK inhibit: 15; Bfl-1 inhibitors: -1%; Spn MK inh: 6; HPDE-C7K KRASV12: -2%; LYP phosphatase: 1%

Results for CC(C(=O)NCc1ccccc1)N1C(=O)C2CC=C(Cl)CC2C1=O (stereo not drawn) ?
TNAP inhibition: 6%; Spn DPM-DC inh: inactive; HPDE-C7 viability: -14%; PMK inhibit: 6; Bfl-1 inhibitors: 4%; Spn MK inh: 2; HPDE-C7K KRASV12: -7%; LYP phosphatase: 5%

What do the screens show for `CN(C)CCN1C(=O)C(O)=C(C(=O)c2ccco2)C1c1ccccc1F` (stereo not drawn)?
TNAP inhibition: 5%; Spn DPM-DC inh: inactive; HT1080 cytotoxicity: 4%; HPDE-C7 viability: -5%; PMK inhibit: 5; Bfl-1 inhibitors: 5%; Spn MK inh: 9; HPDE-C7K KRASV12: -6%

What do the screens show for `CC1CN(c2oc(-c3ccco3)nc2S(=O)(=O)c2ccccc2)CC(C)O1` (stereo not drawn)?
TNAP inhibition: 8%; Spn DPM-DC inh: inactive; HT1080 cytotoxicity: 14%; HPDE-C7 viability: 2%; PMK inhibit: 5; Bfl-1 inhibitors: 1%; Spn MK inh: 2; HPDE-C7K KRASV12: -1%; LYP phosphatase: -12%

What do the screens show for `COc1ccc(NC(=O)CS(=O)CC(=O)NCc2cccc(C(F)(F)F)c2)cc1` (stereo not drawn)?
TNAP inhibition: 7%; Spn DPM-DC inh: inactive; HT1080 cytotoxicity: -15%; HPDE-C7 viability: -7%; PMK inhibit: 3; Bfl-1 inhibitors: -6%; Spn MK inh: 6; HPDE-C7K KRASV12: 1%; LYP phosphatase: -5%

What do the screens show for `Cc1cc(-c2ccco2)n(CC(=O)NCc2ccco2)n1`?
TNAP inhibition: 11%; Spn DPM-DC inh: inactive; HT1080 cytotoxicity: -1%; HPDE-C7 viability: -6%; PMK inhibit: 0; Bfl-1 inhibitors: 0%; Spn MK inh: 18; HPDE-C7K KRASV12: 3%; LYP phosphatase: -5%

How did CCCNc1nc2c(c(=O)[nH]c(=O)n2C)n1CCCc1ccccc1 do in these assays?
TNAP inhibition: 13%; Spn DPM-DC inh: inactive; HT1080 cytotoxicity: 6%; HPDE-C7 viability: -11%; PMK inhibit: 8; Bfl-1 inhibitors: 0%; Spn MK inh: 9; HPDE-C7K KRASV12: -13%; LYP phosphatase: 2%

What do the screens show for `COCCCN1C(=O)C(=O)/C(=C(/O)c2ccc3c(c2)OCCO3)C1c1ccc(C(=O)OC)cc1` (stereo not drawn)?
TNAP inhibition: -7%; Spn DPM-DC inh: inactive; HT1080 cytotoxicity: 2%; HPDE-C7 viability: -16%; PMK inhibit: 11; Bfl-1 inhibitors: -2%; Spn MK inh: 5; HPDE-C7K KRASV12: -19%; LYP phosphatase: -1%

What do the screens show for `Cc1ccc(OCc2nn3c(-c4ccco4)nnc3s2)cc1`?
TNAP inhibition: 2%; Spn DPM-DC inh: inactive; HT1080 cytotoxicity: 15%; HPDE-C7 viability: -31%; PMK inhibit: 6; Bfl-1 inhibitors: 4%; Spn MK inh: 5; HPDE-C7K KRASV12: -10%

Results for CNc1oc(-c2ccc(Cl)cc2)nc1C#N ?
TNAP inhibition: 8%; HT1080 cytotoxicity: 7%; HPDE-C7 viability: 8%; PMK inhibit: 14; Bfl-1 inhibitors: 1%; Spn MK inh: 0; HPDE-C7K KRASV12: 14%; LYP phosphatase: 7%

What do the screens show for `COC(=O)c1c(N)sc(C(C)=O)c1C`?
TNAP inhibition: 2%; Spn DPM-DC inh: inactive; HT1080 cytotoxicity: -9%; HPDE-C7 viability: -8%; PMK inhibit: 22; Bfl-1 inhibitors: 1%; Spn MK inh: 3; HPDE-C7K KRASV12: 0%; LYP phosphatase: -6%

Results for C=CCNc1ncnc2ccc(Br)cc12 ?
TNAP inhibition: 10%; Spn DPM-DC inh: inactive; HT1080 cytotoxicity: 4%; HPDE-C7 viability: -3%; PMK inhibit: 2; Bfl-1 inhibitors: 0%; Spn MK inh: 10; HPDE-C7K KRASV12: 15%; LYP phosphatase: 8%

How did Cn1cccc1C(=S)N=P(C1CCCCC1)(N1CCOCC1)N1CCOCC1 do in these assays?
TNAP inhibition: 8%; Spn DPM-DC inh: inactive; HT1080 cytotoxicity: 9%; HPDE-C7 viability: -9%; PMK inhibit: 14; Bfl-1 inhibitors: 2%; Spn MK inh: 13; HPDE-C7K KRASV12: 11%; LYP phosphatase: 13%

Results for COc1cc(C(=O)Nc2ccc(NC(=O)c3ccco3)nc2)cc(OC)c1OC ?
TNAP inhibition: 7%; Spn DPM-DC inh: inactive; HT1080 cytotoxicity: 3%; HPDE-C7 viability: -2%; PMK inhibit: 20; Bfl-1 inhibitors: -1%; Spn MK inh: 3; HPDE-C7K KRASV12: -3%; LYP phosphatase: 2%

What do the screens show for `CN(C)c1oc(COc2ccccc2F)nc1C#N`?
TNAP inhibition: 10%; Spn DPM-DC inh: inactive; HT1080 cytotoxicity: 3%; HPDE-C7 viability: 7%; PMK inhibit: 6; Bfl-1 inhibitors: -12%; Spn MK inh: 3; HPDE-C7K KRASV12: -3%

How did CCOc1ccccc1NC=C1C(=O)OC(C)(C)OC1=O do in these assays?
TNAP inhibition: 12%; Spn DPM-DC inh: inactive; HT1080 cytotoxicity: 1%; HPDE-C7 viability: 6%; PMK inhibit: 1; Bfl-1 inhibitors: -3%; Spn MK inh: 10; HPDE-C7K KRASV12: 2%; LYP phosphatase: 3%

Results for COc1ccc(CN2C(=O)CN=C2Nc2ccc(C)cc2C)cc1 ?
TNAP inhibition: 6%; Spn DPM-DC inh: inactive; HT1080 cytotoxicity: -2%; HPDE-C7 viability: -12%; PMK inhibit: 2; Bfl-1 inhibitors: -2%; Spn MK inh: 7; HPDE-C7K KRASV12: -20%; LYP phosphatase: -3%; PMK inhibit pilot replicates: 3.5; Spn MK inh pilot replicates: 7.0; Spn DPM-DC inh pilot screen %: 4.0

What do the screens show for `COc1ccc(C(C)=O)cc1COC(=O)Cn1cnc2ccccc2c1=O`?
TNAP inhibition: 8%; Spn DPM-DC inh: inactive; HT1080 cytotoxicity: -2%; HPDE-C7 viability: 6%; PMK inhibit: 16; Bfl-1 inhibitors: 0%; Spn MK inh: 20; HPDE-C7K KRASV12: 8%; LYP phosphatase: -1%

Results for CCN1C(=O)CC(n2c(C)nc3ccccc32)C1=O (stereo not drawn) ?
TNAP inhibition: 16%; Spn DPM-DC inh: inactive; HPDE-C7 viability: -5%; PMK inhibit: 2; Bfl-1 inhibitors: -2%; Spn MK inh: 6; HPDE-C7K KRASV12: -7%; LYP phosphatase: 9%

How did O=C(CN1CCN(c2ccccn2)CC1)NC1CCCC1 do in these assays?
TNAP inhibition: 8%; Spn DPM-DC inh: inactive; HT1080 cytotoxicity: 12%; HPDE-C7 viability: 2%; PMK inhibit: 19; Bfl-1 inhibitors: 3%; Spn MK inh: 0; HPDE-C7K KRASV12: 1%; LYP phosphatase: 8%

What do the screens show for `O=C(Nc1nsc(-c2ccccc2)n1)c1cccs1`?
TNAP inhibition: 13%; Spn DPM-DC inh: inactive; HT1080 cytotoxicity: -3%; HPDE-C7 viability: -13%; PMK inhibit: 15; Bfl-1 inhibitors: -5%; Spn MK inh: 6; HPDE-C7K KRASV12: 1%

How did Nc1c(C2=NCCO2)nnn1Cc1ccccc1 do in these assays?
TNAP inhibition: 4%; Spn DPM-DC inh: inactive; HT1080 cytotoxicity: 0%; HPDE-C7 viability: 12%; PMK inhibit: 9; Bfl-1 inhibitors: 0%; Spn MK inh: 6; HPDE-C7K KRASV12: 11%; LYP phosphatase: 0%; PMK inhibit pilot replicates: 1.5; Spn MK inh pilot replicates: 0.5; Spn DPM-DC inh pilot screen %: 3.0

Results for N#Cc1nc(-c2ccco2)oc1N1CCN(Cc2ccccc2)CC1 ?
TNAP inhibition: 6%; Spn DPM-DC inh: inactive; HT1080 cytotoxicity: -3%; HPDE-C7 viability: -6%; PMK inhibit: 13; Bfl-1 inhibitors: 6%; Spn MK inh: 14; HPDE-C7K KRASV12: -5%

Results for COc1ccccc1N1CCN(CC(O)COc2cccc3ccccc23)CC1 (stereo not drawn) ?
TNAP inhibition: 10%; Spn DPM-DC inh: inactive; HT1080 cytotoxicity: 27%; HPDE-C7 viability: 47%; PMK inhibit: 4; Bfl-1 inhibitors: -5%; Spn MK inh: 5; HPDE-C7K KRASV12: 51%*; LYP phosphatase: 20%; PMK inhibit pilot replicates: 6.5; Spn MK inh pilot replicates: 0.0; Spn DPM-DC inh pilot screen %: 2.0

High-throughput results from PubChem.
